# TbPYK inhibitor = T. brucei pyruvate kinase inhibition | Q57TT1 | TbPYK enzyme, Kinase-Glo Plus ATP luminescence, 45 min | Potency, µM (titrated, usually from 76.8 µM), inactives show at the top dose activity, negative = inhibition, hits mostly inhibitors | 410,000 compounds, 0.12% hits | AID 624173; also: nearly all actives have a fitted effect of over 50% in size
#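 Quantitative HTS: titrated library compounds versus trypanosomal pyruvate kinase in TEA buffer (pH 7.2) containing KCl, MgCl2, BSA and Tween-20. Reactions were initiated with ADP, 130 uM final. Kinase-Glo Plus luminescence was read after 45 min at RT.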
# AMA1-RON2 inh = AMA1-RON2 (P. falciparum) interaction inhibition. AlphaScreen AMA1-biotinylated RON2 peptide binding. Potency, µM (doses to about 58.2 µM), for inactives: at the top dose activity change, negative = inhibition, hits mostly inhibitors. 360,000 compounds, 0.2% hits. AID 720542;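 also: 0% = vehicle wells and -100% = peptide control; nearly all actives have a fitted effect of over 45% in size; some results filed as inactive show a strong effect at the top dose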
#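 AMA1 (3D7) with his tag at 25 nM final met compounds first, then biotinylated RON2 peptide at 25 nM; detection used donor plus acceptor beads, 10 µg/mL apiece, read by AlphaScreen after 30 min at room temperature.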
# * = called active by the depositor; ? = inconclusive; & = joins results of further samples; [ ] = dose if it differs, or a comment. Calls follow the shape of the dose curve; as a rule, active = well fitted curve in the direction sought with a large enough effect; inconclusive = small, poorly fitted or top-dose-only effect, or another doubt; inactive = no such curve, though single readings can be large; an effect the other way counts as inactive or inconclusive. Unless noted, % is scaled to controls: 0 for no effect and ±100 for the full control effect; potency is read from the fitted curve at half-maximal effect. Not all compounds are listed; count on the stated rates, not on these rows.
# Start of the listing, in advance:
SMILES,TbPYK inhibitor,AMA1-RON2 inh
Cc1ccc2c(c1)C1C=CCC1C(C(=O)NCCCN1CCOCC1)N2 (stereo not given),0%,-1%
O=C(COC(=O)/C=C/c1cccc(Br)c1)NCc1cccs1,0%,1%
CC(=O)OCC(=O)C1(O)CCC2C3CCC4=CC(=O)CCC4(C)C3(F)C(O)CC21C (stereo not given),3%&-4%,11%
CN(C)CCNC(=O)c1ccc(CS(=O)(=O)c2ccc(Br)cc2)o1,-3%,9%
Cn1c(=O)c(=O)n(C)c2cc(S(=O)(=O)N3CCC(N4CCCCC4)CC3)ccc21,-11%,-12%
Nc1ccc2c(c1)[nH]c(=O)c1ccccc12,1%,-15%

# The listing, from the start:
SMILES,TbPYK inhibitor,AMA1-RON2 inh
Cc1ccc2c(c1)C1C=CCC1C(C(=O)NCCCN1CCOCC1)N2 (stereo not given),0%,-1%
O=C(COC(=O)/C=C/c1cccc(Br)c1)NCc1cccs1,0%,1%
CC(=O)OCC(=O)C1(O)CCC2C3CCC4=CC(=O)CCC4(C)C3(F)C(O)CC21C (stereo not given),3%&-4%,11%
CN(C)CCNC(=O)c1ccc(CS(=O)(=O)c2ccc(Br)cc2)o1,-3%,9%
Cn1c(=O)c(=O)n(C)c2cc(S(=O)(=O)N3CCC(N4CCCCC4)CC3)ccc21,-11%,-12%
Nc1ccc2c(c1)[nH]c(=O)c1ccccc12,1%,-15%
CCOC(=O)c1sc(NC(=O)C2CCCCC2)nc1C,-4%,-9%
CC(C)CC(CO)N1CCN(C(=O)c2cccc(Cl)c2)CCC1=O (stereo not given),-1%,4%
Clc1ccc2c(-c3ccccc3)nc(-c3cccs3)nc2c1,-2%,3%
CC[C@]1(C(=O)OC)[C@H]2C(=O)N(C)C(=O)[C@H]2[C@H]2CN=C(SCc3ccc(Cl)cc3)N21,-3%,-3%
CC(C)[C@@H]1CN=C(N)N1C[C@@H]1CCCN1C[C@H](C)N1C[C@@H](Cc2ccccc2)N(CCc2ccc(Cl)c(Cl)c2)C1=N,-6%,1%
COc1ccc(CNC(=O)C2(C)Cc3c(-c4cccc(NC(C)=O)c4)ccnc3O2)cc1OC (stereo not given),-9%,-1%
Cc1c(NS(=O)(=O)c2cc(C(=O)N(C)Cc3ccccc3)ccc2Cl)c(=O)n(-c2ccccc2)n1C,-15%,-1%
CCCCNC(=O)C1(C)CCN1C(=O)c1c(F)ccc(C)c1F (stereo not given),2%,10%
OC1c2c(F)cccc2N=C2CCCCN21 (stereo not given),0%,0%
Cc1cn([C@H]2C[C@H](O)[C@@H](/C=C/C(=O)NCc3ccc4c(c3)OCO4)O2)c(=O)[nH]c1=O,-7%,3%
NS(=O)(=O)c1ccc(CCNC(=O)COC(=O)Cc2ccc(Cl)cc2)cc1,1%,6%
COc1ccc(OC)c(NC(=O)c2cccc(NC(=O)c3ccco3)c2)c1,-8%,-14%
O=C1NC[C@H](Cc2ccc(O)cc2)N(C[C@@H]2CCCN2C[C@H](Cc2ccccc2)N2C[C@H](Cc3ccccc3)N(CC3CCCCCC3)C(=O)C2=O)C1=O,-3%,-5%
Cc1ccc(/C=C/S(=O)(=O)NCCC(=O)NCc2ccccc2F)cc1,5%,-3%
Cc1noc(C)c1S(=O)(=O)N(C)C[C@H]1Oc2ccc(NS(=O)(=O)c3ccc(F)cc3)cc2C(=O)N([C@H](C)CO)C[C@@H]1C,1%,29%
CNc1cccc(-c2cccc(O)c2)n1,-1%,0%
O=C(NC(CC(=O)N1CCN(c2ccccc2)CC1)c1ccccc1)c1ccccc1 (stereo not given),-10%,-8%
Cn1c(N)c(C(=O)COC(=O)/C=C/c2ccccc2)c(=O)n(C)c1=O,4%,19%

# Compound profiles, as listed above. Order of screens: TbPYK inhibitor	AMA1-RON2 inh
# Shown for `O=C(NC(CC(=O)N1CCN(c2ccccc2)CC1)c1ccccc1)c1ccccc1` (stereo not given) → -10%	-8%
# Shown for `Cn1c(N)c(C(=O)COC(=O)/C=C/c2ccccc2)c(=O)n(C)c1=O` → 4%	19%
# Shown for `Cc1ccc(/C=C/S(=O)(=O)NCCC(=O)NCc2ccccc2F)cc1` → 5%	-3%

# (next part)
SMILES,TbPYK inhibitor,AMA1-RON2 inh
CN(c1ccccc1)S(=O)(=O)c1ccc2c(c1)OCCO2,4%,-9%
C=CCC[C@H](Cc1ccc(F)cc1)C(=O)OC[C@@H](NC(=O)[C@@H](CC=C)CC(=O)N[C@@H](CO)Cc1ccccc1)C(C)(C)C,0%,0%
COc1cc(OC)cc(-c2sc3ccc(OC)cc3c2C#CC2(N)CCCCC2)c1,0%,-19%
O=C(Nc1cccc(C(=O)Nc2ccccc2C(=O)O)c1)c1cccc(Cl)c1,0%,0%
CCOC(=O)CN1CCC(C2(c3cc4ccccc4[nH]3)OCCO2)CC1,-4%,-6%
CN(C)c1ccc(-c2ccnc3c2CC(C)(C(=O)Nc2ccc(Cl)cc2)O3)cc1 (stereo not given),-4%,?
O=C(C[C@H]1C[C@H]2c3cc(NC(=O)CC4CC4)ccc3O[C@H]2[C@H](CO)O1)NCc1ccccc1F,-1%,16%
CCOC(=O)C1=C(C)N(CCC(=O)O)C(=O)NC1c1ccccc1Cl (stereo not given),1%,2%
CN1CCC[C@H]1CCNc1ccc2c(=O)c3ccccc3n(C)c2c1,-10%,-6%
COc1ccc(-c2ccc3oc(-c4ccc(OC)cc4)c(-c4cc(OC)c(OC)c(OC)c4)c3c2)cc1,-6%,4%
CCOc1ncccc1C(=O)OCC(=O)c1ccc(Br)s1,-3%,3%
Cc1ccc(NCN2C(=O)c3ccccc3C2=O)cc1Cl,3%,-7%
COc1cc(C)ccc1S(=O)(=O)NC(=O)C1(C)CCN1C(=O)COc1ccc(Cl)cc1 (stereo not given),-5%,4%
CCN(Cc1nc2ccccc2c(=O)[nH]1)Cc1cc(=O)oc2cc(C)c(C)cc12,2%,80%[activator]
CC1(C(=O)NS(=O)(=O)c2ccc(Cl)cc2)CCN1C(=O)C1CCCCC1 (stereo not given),-4%,5%
CCCS(=O)(=O)NC(=O)C1(C)CCCN(C(=O)c2c(C)noc2C)C1 (stereo not given),-1%,14%
O=C(/C=C/[C@H]1O[C@@H](n2ccc(=O)[nH]c2=O)[C@H](O)[C@@H]1O)NCc1ccc2c(c1)OCO2,-2%,6%
CCOc1ccccc1N=C1SCC(C)N1C(=O)C1CCN(c2ncnc3sc(C)c(C)c23)CC1 (stereo not given),-6%,-10%
CN(CCC#N)C(=O)COC(=O)c1c2c(nc3ccccc13)/C(=C\c1ccco1)CC2,-22%,?
CCOc1ccc(Cl)cc1-c1cc(C(=O)Nc2ccc(OC)nc2)[nH]n1,5%,2%
C=CCN(C/C(=N\O)c1sc(C(=O)OCC)nc1C)c1cccc(Br)c1,1%,-22%
Cc1c(Cl)cccc1NC(=O)C1CC(=O)N(C2CCCC2)C1 (stereo not given),-8%,-12%
COc1ccc(S(=O)(=O)Nc2cccc3c2O[C@H](CN(C)S(=O)(=O)c2cn(C)cn2)[C@@H](C)CN([C@H](C)CO)C3=O)cc1,-3%,-4%
COc1ccc(-c2oc3c(c2C#CC2(O)CCCCC2)C(OC(C)=O)CCC3)cc1 (stereo not given),-1%,-15%
COc1ccc2oc3cc(NCCN(C)C)ccc3c(=O)c2c1,0%,18%
CC1(C(=O)Nc2ccc3[nH]ncc3c2)CCN1C(=O)CCc1ccccc1 (stereo not given),-9%,1%
CCOC(=O)[C@]12CCC=C1N(Cc1ccco1)C(=O)[C@H](CC(=O)NCCCOC)C2,-18%,-1%
N#Cc1ccc(OCC(=O)Nc2cc(S(=O)(=O)N3CCOCC3)ccc2N2CCCC2)cc1,2%,-6%
CC1CCC2(CC1)NC(=O)N(CC(=O)NC1CCCCC1C)C2=O (stereo not given),-6%,1%
C[C@@H]1CN([C@H](C)CO)S(=O)(=O)c2ccc(C#Cc3cccc(F)c3)cc2O[C@@H]1CN(C)C(=O)CN1CCOCC1,7%,8%
Cc1ccc(NC(=O)[C@@H]2CCCN2S(=O)(=O)c2ccc(Cl)cc2)cc1,4%,2%
CC(O)(c1cccnc1)c1nc(-c2ccc3c(c2)OCO3)cs1 (stereo not given),-3%,-3%
CCc1nc2ccc(C(=O)Nc3cc(-c4ccccc4)ccc3OC)cn2c1N(CCN(C)C)CC1CC1,1%,-17%
COc1cc(CN2c3ccccc3C(=O)CS2(=O)=O)cc(OC)c1,-1%,8%
CC(C)c1cccc(-c2ccc3c(c2)S(=O)(=O)c2cccc(C(=O)NC4CCCC4)c2C3=O)c1,4%,11%
OC(c1ccc(-c2ccccc2)cc1)c1ncc(-c2ccccc2F)[nH]1 (stereo not given),5%,-15%
CC(C)=CCCC(C)=CCN1C(=O)CN(C)C1=O,2%,-14%
O=C(Cn1cc(COc2ccc(Cl)c(Cl)c2)nn1)NS(=O)(=O)c1ccccc1C(F)(F)F,3%,3%
O=C1CN(CN2CCCCC2)C(=O)CN1CN1CCCCC1,-9%,1%
COc1ccc(NC(=O)N(C)C[C@H]2Oc3ccc(NC(=O)C4CC4)cc3CC(=O)N([C@@H](C)CO)C[C@@H]2C)cc1,-1%,-10%
C[C@H](CO)N1C[C@H](C)[C@@H](CN(C)C(=O)Nc2ccccc2)Oc2ccc(NC(=O)NC3CCCCC3)cc2C1=O,1%,2%
CC(C)[C@H](NS(=O)(=O)c1cccc(C(F)(F)F)c1)C(=O)OCC(=O)NC(=O)NCc1ccco1,-18%,-7%
CC(=O)Nc1ccc(CN(C)c2c(C)nc3ccc(C(=O)N(C)Cc4ccccc4)cn23)cc1,-7%,-1%
CC(C)n1nnnc1C1c2ccccc2C(=O)N1C1CC1 (stereo not given),2%,11%
NC(=O)/C(=C/c1ccco1)NC(=O)c1ccc(Br)o1,-16%,-3%
Cc1ccc(Cn2cc(CN3CC(N4CCCCC4)CS3(=O)=O)nn2)cc1 (stereo not given),4%,3%
CC(OC(=O)CCN1C(=O)C2CC=CCC2C1=O)C(=O)Nc1ccc(F)cc1 (stereo not given),5%,-14%
Nc1ncnc2c1ccn2[C@H]1CN(Cc2ccc3c(c2)OCO3)C[C@@H](CO)O1,-10%,-4%
C[C@@H]1CN([C@@H](C)CO)C(=O)CCCn2nncc2CO[C@H]1CN(C)S(=O)(=O)c1ccc(-c2ccccc2)cc1,9%,-6%
CCOC(=O)C1(C)CCCN1C(=O)c1ccc(C)cc1 (stereo not given),3%,-2%
COc1ccc(-c2c(C#Cc3ccc(N(C)C)cc3)c3ccccc3n2C)cc1,-2%,?
CCCCN1C(=O)C(CC(=O)NC2CCCCC2)CC(C(=O)N(C)C)=C1C (stereo not given),-1%,-1%
Nc1cc(=O)[nH]c(SCC(=O)Nc2ccc(S(=O)(=O)N3CCCC3)cc2)n1,0%,-9%
CCN(C(=O)COC(=O)c1ccc([N+](=O)[O-])o1)C1CCCCC1,0%,-6%
CN(C)CCNC(=O)c1cccc2nc3cccc(F)c3nc12,2%,-19%

# Random excerpt: 5 entries already listed, in no set order.
SMILES,TbPYK inhibitor,AMA1-RON2 inh
C[C@@H]1CN([C@@H](C)CO)C(=O)CCCn2nncc2CO[C@H]1CN(C)S(=O)(=O)c1ccc(-c2ccccc2)cc1,9%,-6%
CN(C)CCNC(=O)c1cccc2nc3cccc(F)c3nc12,2%,-19%
CCCCN1C(=O)C(CC(=O)NC2CCCCC2)CC(C(=O)N(C)C)=C1C (stereo not given),-1%,-1%
Nc1cc(=O)[nH]c(SCC(=O)Nc2ccc(S(=O)(=O)N3CCCC3)cc2)n1,0%,-9%
CCN(C(=O)COC(=O)c1ccc([N+](=O)[O-])o1)C1CCCCC1,0%,-6%
